# Bioassay records: PubChem, National Center for Advancing Translational Sciences (NCATS)
# TSHR antag: blocks TSH signaling through the human TSH receptor; TSHR-expressing cells, TSH-stimulated cAMP HTRF, 2 h; stronger effect = lower value; activity change, negative = inhibition, % at 11.5 µM; P16473; actives 0.2% (n = 330,000);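 active = activity change below a set negative limit, meaning inhibition stronger than a set level, cut at about -70% in these data; inconclusive = activity change between two set negative limits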; note: % is set by controls: 0 for no effect and ±100 for the full control effect
#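 Freshly harvested TSHR cells receive pin-tooled compound, then EC80 TSH at 4nM final. After 2 hours at 37 deg C, antibody in lysis buffer and cAMP-d2 are added; 30 minutes at ambient temperature precede the HTRF read.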
# Tb PFK inh: T. brucei PFK enzyme inhibition | T. brucei PFK, ADP-Glo luminescence | Potency, µM (doses to about 57.5 µM), inactives show top-dose activity, negative = inhibition, most hits filed as inhibitors | actives 0.17% (n = 330,000) | AID 485367;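 note: potency is the fitted concentration of half-maximal effect; 0% = uninhibited 1x PFK enzyme wells and -100% = no-enzyme wells; nearly all actives have a fitted effect of over 60% in size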
# Target sequence (O15648 whole entry, looked up): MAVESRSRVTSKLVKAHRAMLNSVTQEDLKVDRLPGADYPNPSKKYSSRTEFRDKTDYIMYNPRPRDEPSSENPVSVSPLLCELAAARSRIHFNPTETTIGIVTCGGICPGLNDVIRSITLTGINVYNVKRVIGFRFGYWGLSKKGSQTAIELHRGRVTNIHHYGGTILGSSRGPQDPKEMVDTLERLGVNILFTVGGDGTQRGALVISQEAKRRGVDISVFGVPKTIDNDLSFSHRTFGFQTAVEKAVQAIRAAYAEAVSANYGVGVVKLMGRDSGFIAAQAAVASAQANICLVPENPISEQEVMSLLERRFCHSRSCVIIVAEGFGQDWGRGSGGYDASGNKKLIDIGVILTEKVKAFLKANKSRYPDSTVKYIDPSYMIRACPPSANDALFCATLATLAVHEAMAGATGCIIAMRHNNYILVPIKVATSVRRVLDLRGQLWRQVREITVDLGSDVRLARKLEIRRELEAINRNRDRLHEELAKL
#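 ADP-Glo luminescence quantified ADP after 45 min at room temperature, with 1.25 nM T. brucei PFK, 0.1 mM ATP and 0.5 mM fructose-6-phosphate in pH 8.0 TEA buffer. qHTS titrations up to 57 µM; curves classified by quality.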
# hERG WT inh: KCNH2 (human, wildtype) channel inhibition | Q12809 | U2OS, BacMam KCNH2, thallium flux FluxOr; stronger effect = lower value | activity change, % at 1.84 µM | actives 0.37% (n = 340,000);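 active = maximum activity change below -70%; inconclusive = maximum activity change between -70% and -50%; inactive = maximum activity change above -50%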; note: % is set by controls: 0 for no effect and ±100 for the full control effect
#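 U2OS cells transduced with wild-type KCNH2 virus are loaded with FluxOr dye for 45 min, and thallium flux is measured in kinetic reads before and after stimulation buffer. Rate constants are normalized to DMSO controls.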
# CXXC DNA block: blocks binding of human MLL CXXC domain to DNA; actives 0.037% (n = 290,000); AID 2662; Q03164; MLL-CXXC / FITC-HOXA9 DNA fluorescence polarization; Potency, µM (titrated, usually from 115 µM), for the others: at the top dose activity change, negative = inhibition, most hits filed as inhibitors; active = well fitted inhibition curve with a large enough effect in the polarisation, with a control signal flat, not every such curve was filed as active; inconclusive = small, poorly fitted or top-dose-only effect, or effect the other way, or a change in a side signal; inactive = no such curve, though single readings can be large or run the other way; the % refers to the polarisation; note: potency is the fitted concentration of half-maximal effect
#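 Purified MLL-CXXC (added from a 7 uM solution) was preincubated 5 min at ambient with pinned compounds in 50 mM Tris-HCl pH 7.5, 50 mM NaCl, 1 mM DTT, 0.05% BSA. Fluorescein-labeled HOX-A9 DNA (50 nM solution) followed, 30 min, then polarization read.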
# GALK inh: blocks human galactokinase activity; Purified GALK, Kinase-Glo residual ATP luminescence; Potency, µM (doses to about 57.5 µM), for inactives: top-dose activity change, negative = inhibition, actives largely listed as inhibitors; actives 0.007% (n = 270,000); P51570; note: potency is the fitted concentration of half-maximal effect; % is set by controls: 0 for no effect and ±100 for the full control effect
# Target sequence (P51570 whole entry, looked up): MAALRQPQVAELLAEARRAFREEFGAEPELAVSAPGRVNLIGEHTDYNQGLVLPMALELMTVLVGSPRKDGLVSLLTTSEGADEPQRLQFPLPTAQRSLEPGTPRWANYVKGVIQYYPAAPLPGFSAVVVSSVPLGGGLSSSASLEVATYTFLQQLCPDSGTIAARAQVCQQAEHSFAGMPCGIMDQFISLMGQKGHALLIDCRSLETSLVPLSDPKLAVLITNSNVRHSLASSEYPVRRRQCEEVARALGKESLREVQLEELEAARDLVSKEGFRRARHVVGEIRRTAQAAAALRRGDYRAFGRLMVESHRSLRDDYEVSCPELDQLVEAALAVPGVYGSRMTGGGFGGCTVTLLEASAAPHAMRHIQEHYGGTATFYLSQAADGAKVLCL
#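 Quantitative HTS: GALK 5 nM, ATP 35 uM, galactose 100 uM, 1 h room temperature, then luciferase-based ATP detection.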
# FBPA coupling cs: coupling enzyme interference in Giardia aldolase counter-screen; coupling enzyme system counterscreen, AmpLite Red fluorescence; activity change, negative = inhibition, % at 58.2 µM, hits read low; actives 0.67% (n = 290,000); AID 2472; in the data active = activity change below about -30%; note: % is set by controls: 0 for no effect and ±100 for the full control effect
#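 Compounds tested against the coupling enzymes alone at 57.5 uM final; readout was AmpLite Red fluorescence (525/598 nm) after 20 min at RT.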
# TCR activator: T cell receptor activation; primary human leukocytes, anti-CD3, IL-2 HTRF, 48 h; Potency, µM (series often up to 9.22 µM), without a hit: top-dose activation of IL-2 secretion, most hits filed as activators; 330,000 tested, under 10 active; AID 504894; note: % of control where 0% means no effect
#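 HTRF read-out of IL-2 secretion: europium cryptate donor excited at 320nm, d2 acceptor emission at 665nm. Cells were primary human leukocytes incubated 48 hr with compounds and a-CD3 beads, supplying TCR signal only.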
# BCR signal inh: inhibitors of chronic active B-cell receptor signaling; ABC-DLBCL IkBa-CBG/CBR reporter, luminescence ratio, 4 h; Potency, µM (top dose mostly 46.1 µM), for inactives: at the top dose ratio change, negative = lower green/red ratio, actives largely listed as inhibitors; actives 0.05% (n = 340,000); AID 493014; active = well fitted inhibition curve with a large enough effect in the signal ratio, with a control signal flat, not every such curve was filed as active; inconclusive = small, poorly fitted or top-dose-only effect, or effect the other way, or a change in a side signal; the % refers to the signal ratio;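 note: potency is the fitted concentration of half-maximal effect; plate controls were basal doxycycline-induced cells for no effect and cells given 10 µM MG132 for full effect; MG132 reads +100%, hits lower the ratio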
#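 TMD8 ABC-DLBCL cells carrying doxycycline-inducible green luciferase fused to IkappaBalpha plus unfused red luciferase were exposed to compounds (up to 46 uM) for 4 hrs at 37C. Activity came from the overlap-corrected green/red luminescence ratio.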
# AT treatment: candidate therapy for ataxia-telangiectasia. […] A-T fibroblasts, KAP-1 phosphorylation AlphaLISA; neocarzinostatin DNA damage 30 min before lysis. AID 485349. actives 0.19% (n = 320,000). Potency, µM (highest dose often 57.5 µM), inactives show at the highest dose activation, hits mostly activators; note: potency is the fitted concentration of half-maximal effect; % of control where 0% means no effect; nearly all actives have a fitted effect of over 45% in size
#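 ATM-like activity read as KAP-1 phosphorylation via AlphaLISA donor/acceptor antibody pairs after lysis and 6 hr at 25C. Cells were ATM-null patient fibroblasts ([…], hTERT), dosed 60 min, then exposed to the DSB inducer NCS for 30 min.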
# Giardia killer: kills Giardia lamblia | Giardia lamblia trophozoite viability | activity change, % at 7.66 µM, hits read low | actives 0.15% (n = 340,000) | AID 540267; in the data active = activity change below about -80%; inconclusive = between about -30% and that limit;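 note: parasites exposed to compound for two days anaerobically before the ATP read; % is set by controls: 0 for no effect and ±100 for the full control effect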
#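 Luminescence from cellular ATP indicates surviving trophozoites (100 cells/well) following 48 hrs anaerobic compound treatment at 37 deg C; signal develops 15-30 min at room temperature.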
# The depositor's hits bear a star; ? = inconclusive; . = not tested or not shown; & = joins results of further samples; [ ] = dose if it differs, or a comment. Unless noted, calls come from the whole dose curve; as a rule, active = well fitted curve in the direction sought with a large enough effect; inconclusive = small, poorly fitted or top-dose-only effect, or another doubt; inactive = no such curve, though single readings can be large; an effect the other way counts as inactive or inconclusive.
# Values in the order – FBPA coupling cs | Giardia killer | AT treatment | hERG WT inh | Tb PFK inh | CXXC DNA block | BCR signal inh | TCR activator | TSHR antag | GALK inh
> CC(=O)Oc1ccc2c(=O)c(N3C(=O)c4ccccc4C3=O)c(C)oc2c1
    4 | -24 | 5% | 2 | -6% | 12% | ? | -5%[46.1 µM] | -4 | 2%
> CSCCC(NC(=O)c1ccccc1)C(=O)N1CC=C(c2ccccc2)CC1 (configuration not stated)
    . | -18 | 0% | -2 | -5% | -9% | ? | 1% | 0 | 5%
> CCn1c(Cc2ccccc2)nnc1SCC(=O)c1c(N)n(C2CC2)c(=O)[nH]c1=O
    . | -23 | -2% | 4 | 3% | . | ? | -6% | 10 | .
> COc1cccc(C(=O)N2CCN(Cc3ccccc3[N+](=O)[O-])CC2)c1
    -1 | -10 | 10% | -17 | -2% | 8% | -3% | 0%[46.1 µM] | 8 | 2%
> CCCn1c(N)c(C(=O)CN2CCc3ccccc3C2)c(=O)n(C)c1=O
    -7 | 8 | 5% | 29 | 9% | 7% | -11% | 0% | 15 | 1%
> O=C(OCCN1CCCCC1)c1c[nH]c2ccccc12
    1&0 | -7 | -7% | 2 | 0% | -12% | ? | -3% | 10 | .
> COc1ccccc1N1CCN(C2CCCN(S(=O)(=O)c3ccccc3)C2)CC1 (configuration not stated)
    5 | -4 | -5% | -6 | 0% | 2% | 1% | -32% | 17 | 1%
> Cc1cc(C(=O)NCCCN2CCN(c3cc(Cl)ccc3C)CC2)n(-c2ccccc2)n1
    -1 | -9 | 3% | -48 | -3% | 3% | -22% | -2% | -6 | 1%
> O=C(N/N=C/c1ccc(Cl)cc1)C(=O)N1CCCCCC1
    -10 | 21 | -8% | 2 | -1% | -12% | 10% | -3% | -2 | 2%
> COC(=O)c1ccc2c(=O)n(CCCCCC(=O)NCc3ccc4c(c3)OCO4)c(=O)[nH]c2c1
    2 | 9 | . | -6 | 0% | 33%[activator] | ? | -2% | 9 | 2%
> O=C(COc1ccc(F)cc1)Nc1nccs1
    -1 | -11 | 0% | 2 | -26% | -2% | ? | -1%[46.1 µM] | 12 | 2%
> Oc1c(C(Nc2nccs2)c2ccc(C(F)(F)F)cc2)ccc2cccnc12 (configuration not stated)
    -10 | -9 | -10% | -24 | 1% | 20% | ? | 5% | 2 | 0%
> COc1ccc(NC(=O)CSc2nnc(-c3ccncc3)n2CC2CCCO2)c(OC)c1 (configuration not stated)
    3 | 29 | 0% | -3 | 5% | -2% | 0% | 1% | 6 | 0%
> Cc1cc(C)c2nc(SCC(=O)NCCN3C(=O)CSC3=O)cc(C)c2c1
    2 | -15 | 1% | 4 | 7% | 10% | -3% | -16%[46.1 µM] | 4 | 0%
> Cc1cc(C(=O)CSc2nncn2C)c(C)n1-c1ccccc1
    -10 | -23 | 0% | 7 | -2% | -4% | 5% | . | -1 | 0%
> Cc1ccc(CNC(=O)CS(=O)Cc2nc(-c3ccccc3Cl)oc2C)cc1 (configuration not stated)
    . | 0 | 3% | -8 | 3% | 9% | -4% | 1% | 12 | -7%
> CC(=O)Nc1cccc(NC(=O)CSc2n[nH]c(-c3ccccc3)n2)c1
    . | -9 | 4% | -15 | -5% | . | -8% | -3% | -2 | .
> Cc1cc(NS(=O)(=O)c2ccc(NC(=O)c3cc4c(=O)n5ccccc5nc4s3)cc2)nc(C)n1
    2 | -5 | 6% | 0 | -4% | ? | -2% | -2% | 2 | 7%
> Cc1c(C(=O)NCc2ccc3c(c2)OCO3)oc2ccccc12
    0 | -14 | 1% | 4 | 0% | -6% | -6% | 0%[46.1 µM] | 0 | -4%
> COc1cccc(NC(=O)N2CCCC2)c1
    -5 | 2 | 2% | 1 | -6% | -8% | 2% | -2% | 11 | 0%

# Pulled by structure from above:
# Values in the order – FBPA coupling cs | Giardia killer | AT treatment | hERG WT inh | Tb PFK inh | CXXC DNA block | BCR signal inh | TCR activator | TSHR antag | GALK inh
> Cc1cc(C)c2nc(SCC(=O)NCCN3C(=O)CSC3=O)cc(C)c2c1
    2 | -15 | 1% | 4 | 7% | 10% | -3% | -16%[46.1 µM] | 4 | 0%
> CC(=O)Nc1cccc(NC(=O)CSc2n[nH]c(-c3ccccc3)n2)c1
    . | -9 | 4% | -15 | -5% | . | -8% | -3% | -2 | .
> Cc1cc(C(=O)CSc2nncn2C)c(C)n1-c1ccccc1
    -10 | -23 | 0% | 7 | -2% | -4% | 5% | . | -1 | 0%
> CCn1c(Cc2ccccc2)nnc1SCC(=O)c1c(N)n(C2CC2)c(=O)[nH]c1=O
    . | -23 | -2% | 4 | 3% | . | ? | -6% | 10 | .
> COc1ccc(NC(=O)CSc2nnc(-c3ccncc3)n2CC2CCCO2)c(OC)c1 (configuration not stated)
    3 | 29 | 0% | -3 | 5% | -2% | 0% | 1% | 6 | 0%

# Continued:
# Values in the order – FBPA coupling cs | Giardia killer | AT treatment | hERG WT inh | Tb PFK inh | CXXC DNA block | BCR signal inh | TCR activator | TSHR antag | GALK inh
> Cc1ccc(N(C(C)C(=O)Nc2c(C)n(C)n(-c3ccccc3)c2=O)S(C)(=O)=O)cc1C (configuration not stated)
    5 | -4 | 1% | -2 | 3% | 12% | 0% | 14% | -2 | 7%
> Nc1cc(N)cc(-c2nc3ccccc3[nH]2)c1
    -5 | 15 | 3% | 0 | 3% | -3% | ? | -4% | -4 | -2%
> COc1ccc(Cl)cc1NC(=S)NC1CCCC1
    -2 | 6 | 22% | -19 | ? | -4% | ? | 7% | 17 | 0%
> Cc1ccc(NC(=O)c2ccc3c(c2)NC(=O)CS3)nc1
    . | -2 | -19% | 0 | -15% | . | ? | -3% | 14 | .
> COc1ccc(C(=O)Nc2nc(C)cc(C)n2)cc1
    -3 | 31[activator] | 4% | -6 | 11% | -6% | -6% | . | -16 | 0%
> COc1ccccc1NC(=O)N(Cc1ccco1)Cc1cc2c(C)ccc(C)c2[nH]c1=O
    3 | 5 | 1% | 10 | 13% | -12% | 9% | 0% | -3 | 0%
> CC(CN(C)Cc1ccccc1)OC(=O)c1ccccc1F (configuration not stated)
    -6 | 1 | 7% | -3 | -4% | 7% | -1% | 2%[46.1 µM] | 4 | -2%
> COc1ccc(C(CNC(=O)C(CC(C)C)NS(=O)(=O)c2ccc(C)cc2)N2CCOCC2)cc1 (configuration not stated)
    . | -12 | 1% | -10 | 7% | . | -4% | 3% | 1 | .
> Brc1ccc(-c2noc(COc3ccc4c(c3)CCC4)n2)o1
    1 | -15 | . | -1 | 3% | 11% | 1% | -2% | -3 | 1%
> CCn1c(SCC(=O)c2ccc(CNC(C)=O)o2)nnc1-c1cccs1
    -1 | 15 | 0% | 3 | -20% | -3% | 1% | -2% | 2 | 1%
> O=C(CSc1ccc(Cl)cc1)Nc1cccc(NC(=O)c2ccco2)c1
    1 | 2 | -7% | 4 | -12% | 8% | ? | . | -13 | 0%
> COc1ccc(C(=O)N2c3cc4c(cc3C(C)=CC2(C)C)OCO4)cc1
    2 | 8 | 6% | -4 | 3% | 8% | 3% | 0% | 1 | -1%
> Cc1ccnc2ccc(-c3nc4ccccc4o3)cc12
    -6 | -5&1 | -8% | -4 | 2% | -5% | ? | 1% | -8 | 7%
> CC1CCCCN1CCNC(=O)CN1C(=O)COc2ccccc21 (configuration not stated)
    -3 | -10 | -2% | -9 | -5% | -4% | -2% | -6% | 0 | -1%
> CCC1(C)Cc2c(sc3nnn(Cc4ccccc4Cl)c(=O)c23)CO1 (configuration not stated)
    -1 | 8 | 2% | -9 | 7% | 2% | 24% | -2% | 1 | -3%
> COCc1cc(C)nc(SCC[N+](C)(C)CC(=O)c2ccccc2)c1C#N
    4 | -2 | 7% | 1 | -1% | -6% | ? | -60% | -3 | 0%
> COc1ccc(S(=O)(=O)NC(C)C(=O)Nc2cccc(C(C)=O)c2)cc1 (configuration not stated)
    2 | -10 | -4% | 2 | 0% | 2% | -10% | -2% | -1 | 1%
> O=C(Cc1cccs1)N1CCN=C1SCc1cccc(F)c1
    0 | 0 | 2% | -14 | -1% | 7% | 6% | 9% | 8 | .
> CCC(C)n1c(-c2cccc(S(=O)(=O)N3CCOCC3)c2)n[nH]c1=S (configuration not stated)
    . | -6 | -2% | -1 | 10% | . | 7% | -11% | -8 | .
> Cc1cccc(C)c1OCC(=O)NNC(=O)CCNC(=O)c1ccco1
    . | -9 | 2% | -5 | 1% | . | 5% | 2% | -4 | .
> CC1CN(S(=O)(=O)c2ccc(C(=O)Nc3sc4c(c3C(N)=O)CCN(C)C4)cc2)CC(C)O1 (configuration not stated)
    -5 | . | 16% | . | 0% | ? | 2% | 2%[46.1 µM] | -35 | 0%
> O=C(CCl)N1CCCC1c1ccc2c(c1)OCCO2 (configuration not stated)
    -5 | -3 | 13% | -1 | 0% | 11% | ? | 4% | -2 | 0%
> CCOC(=O)CSc1nnc2cc(C)c3ccccc3n12
    1 | -7 | -2% | -1 | -1% | 0% | -2% | -1%[46.1 µM] | 3 | 1%
